tim23-1 inh = inhibits growth of tim23-1 mutant yeast; S. cerevisiae tim23-1 growth, BacTiter-Glo luminescence, 24 h; inhibition, % at 20 µM; hit rate 1.3% among 330,000; AID 463212;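 active means growth inhibition of the mutant yeast at or above 50%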;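 further: temperature-sensitive mutant grown at 25 °C; plate controls were DMSO-treated mutant yeast for no effect and medium wells lacking yeast for full effect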
APJ ag = activates the human apelin receptor APJ | activation, % at 20 µM | CHO-K1 APJ PathHunter beta-arrestin, luminescence; 0% DMSO wells, 100% apelin | P35414 | AID 2520 | hit rate 0.11% among 330,000;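 active means activation more than six SD over the plate average, tested at 20 µM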;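 further: 0% = DMSO alone and 100% = apelin-13 at 10 nM; some results filed as inactive read as strong as hits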
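assay system = CHO-K1 APJ beta-arrestin complementation cell line | input = cell density 1000 per well | dosing = compound 20 µM once, DMSO 1% | timing = compound 90 min 25 °C, reagent 1 h | measured by = luminescence from split beta-galactosidase complementation, Galacton Star/Emerald II substrate | read-out basis = APJ agonist activity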
CCR6 antag = CCR6 (human) receptor antagonism; P51684; CHO-K1 CCR6 PathHunter beta-arrestin, luminescence, CCL20-stimulated; inhibition, % at 20 µM; hit rate 0.49% among 340,000; AID 493098;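 active means compounds whose inhibition of the agonist-driven luminescence signal at 20 µM reaches about 50%, limit read from the data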;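 further: cells stimulated with CCL20 at 14 nM final; plate controls were DMSO with CCL20 for no effect and DMSO without agonist for full effect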
XBP1 UPR activ = activators of adaptive arm of unfolded protein response (XBP1) | CHO-XBP1 luciferase reporter, IRE1-XBP1 UPR activation, luminescence; percent of tunicamycin response, DMSO as zero | activation, % at 20 µM | hit rate 0.33% among 330,000;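 active means versus positive control, 20 µM dose yields 30% or more activation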;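 further: 100% = tunicamycin at 10 µg/mL and 0% = DMSO only wells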
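Material: CHO cell line with stable XBP1 luciferase reporter; buffer or medium: F12 medium containing 10% fetal bovine serum; compound: single point, 20 µM final compound, 1% DMSO; incubation: 6 h treatment, 37 °C; measured by: glow luminescence from Steady-Glo reagent; evaluation: activation, % of tunicamycin; control set: tunicamycin high, DMSO low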
CXCR6 block = CXCR6 (human) receptor inhibition. O00574. CHO-K1 PathHunter CXCR6 beta-arrestin, luminescence. inhibition, % at 20 µM. hit rate 0.36% among 360,000. AID 602244; in the data active means inhibition above about 34%, passing the limit was not always enough;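 further: antagonist mode with CXCL16 agonist at 10 nM final; 0% = 10 nM CXCL16 with DMSO and 100% = unstimulated wells without agonist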
Target sequence (O00574 whole entry, looked up): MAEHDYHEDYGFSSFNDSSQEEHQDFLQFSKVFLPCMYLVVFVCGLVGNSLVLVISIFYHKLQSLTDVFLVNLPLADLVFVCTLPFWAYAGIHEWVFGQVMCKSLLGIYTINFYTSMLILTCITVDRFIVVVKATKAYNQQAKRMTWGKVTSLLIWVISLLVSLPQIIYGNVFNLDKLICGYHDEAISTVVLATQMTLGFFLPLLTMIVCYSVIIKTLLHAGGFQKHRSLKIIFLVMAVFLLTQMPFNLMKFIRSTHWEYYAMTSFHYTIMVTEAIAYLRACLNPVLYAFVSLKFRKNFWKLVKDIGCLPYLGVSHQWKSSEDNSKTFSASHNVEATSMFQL
Mdm2 MdmX PPI = inhibitors of human Mdm2/MdmX interaction; O15151+Q00987; SaOS-2 split-luciferase Mdm2/MdmX complementation, luminescence; inhibition, % at 8 µM; hit rate 3% among 330,000;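 active means inhibition of at least 50% at 8 µM in the primary screen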
EBI2 antag = EBI2 (human) antagonism; P32249; EBI2 beta-arrestin recruitment, luminescence, 7a,25-OHC stimulated; inhibition, % at 5 µM; hit rate 0.81% among 360,000; in the data active means inhibition above about 38%;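 further: enzyme fragment complementation signal reports receptor beta-arrestin coupling in cells; 0% = agonist plus DMSO wells and 100% = wells without agonist; some results beyond the cut were filed as inactive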
Target sequence (P32249 whole entry, looked up, the tested form may be a part): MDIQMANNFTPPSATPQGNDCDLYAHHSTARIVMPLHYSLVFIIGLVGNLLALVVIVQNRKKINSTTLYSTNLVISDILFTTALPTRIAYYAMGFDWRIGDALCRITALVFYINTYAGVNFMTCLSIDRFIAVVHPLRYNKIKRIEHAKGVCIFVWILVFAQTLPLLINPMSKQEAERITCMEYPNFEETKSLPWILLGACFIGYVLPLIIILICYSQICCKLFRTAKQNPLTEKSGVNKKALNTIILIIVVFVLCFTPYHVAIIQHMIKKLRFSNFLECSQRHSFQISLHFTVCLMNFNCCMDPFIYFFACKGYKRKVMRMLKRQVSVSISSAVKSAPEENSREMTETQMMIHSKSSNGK
APJ antagonist = antagonists of human APJ apelin receptor | P35414 | CHO-K1 APJ beta-arrestin complementation, luminescence | inhibition, % at 20 µM | hit rate 0.32% among 330,000;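 active means inhibition above about 40% at 20 µM, limit read from the data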;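 further: cells challenged with 10 nM apelin-13 agonist together with compound; plate controls were apelin-13 plus DMSO wells for no effect and DMSO wells lacking apelin-13 for full effect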
UPR CHOP act = apoptotic UPR (CHOP) activation; hit rate 0.34% among 330,000; activation, % at 10 µM; CHO-CHOP luciferase reporter, luminescence; percent of tunicamycin response over DMSO baseline;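 active means at 10 µM dose, activation of 40% or more, normalized to positive control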;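 further: 100% = tunicamycin at 10 µg/mL and 0% = DMSO alone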
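Dosing – one dose, 10 µM in 0.5% DMSO · System – CHO-CHOP cells, stable luciferase reporter of PERK-eIF2a-CHOP signalling · Input – 500 cells/well · Control set – tunicamycin 10 µg/mL final as positive, DMSO-only wells as negative · Timing – 6 h compound treatment, 37 °C · Measure – % activation vs tunicamycin · Technique – luminescence read with Steady-Glo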
The depositor's hits bear a star. An excerpt; the hit share may differ from the screen's.

Values run as follows: tim23-1 inh, APJ ag, CCR6 antag, XBP1 UPR activ, CXCR6 block, Mdm2 MdmX PPI, EBI2 antag, APJ antagonist, UPR CHOP act
Cc1ccc(-c2cc3nc(-c4ccccc4)cc(N4CCC5(CC4)OCCO5)n3n2)cc1
  24, 4, 16, 2, 0, 4, 0, -20, -1.6
Cc1ccc(-c2noc(CCC(=O)NC3CCCc4ccccc43)n2)cc1 (stereo unspecified)
  14, -3, -9, -4, 8, 21, -9, -2, -1.1
CCOc1ccc(N(CC(=O)NCC2CCCO2)S(=O)(=O)c2ccc(SC)cc2)cc1 (stereo unspecified)
  22, 0, 3, -1, -1, -15, -4, -19, -0.2
C#CCOCCOCCOCCNc1nc(N2CCN(C(=O)[C@H]([C@@H](C)CC)n3cc([C@@H](N)CC(C)C)nn3)CC2)nc(N2CCN(C(=O)[C@H]([C@@H](C)CC)n3cc([C@@H](N)CC(C)C)nn3)CC2)n1
  13, -4, -4, -1, 1, 14, -1, 10, -1.8
COc1cccc(C2Nc3ccccc3NC3=C2C(=O)CC(C)(C)C3)c1OC (stereo unspecified)
  13, -2, 17, -5, 7, 27, 2, 16, 3.2
O=C(NNC1CC(c2ccccc2)=NN1C(=O)c1ccccc1)c1ccccc1 (stereo unspecified)
  34, 0, 3, -2, -4, -2, 2, -2, -1.1
O=C(O)CC1(CC(=O)N2CCOCC2)CCCC1
  10, 3, -8, 0, 1, -16, 5, 20, 2.5
COc1cccc(OC)c1C(=O)Nc1cc2c(cc1N1CCOCC1)n(C)c(=O)n2C
  -3, 2, 10, 0, -8, 3, -8, -6, 3.2
COc1ccc2oc(C(=O)OCC(=O)N3CCN(S(=O)(=O)c4ccccc4)CC3)c(C)c2c1
  5, -3, -3, -4, -3, 13, 6, 19, 3.4
Cc1cc(/C=C2/SC(=S)N(c3ccc([N+](=O)[O-])cc3)C2=O)c(C)n1-c1cccnc1
  15, 0, 18, -2, -6, 32, 29, 14, 8.5
Cc1ccc(Cl)cc1NC(=O)N[C@@H](C)C(=O)O
  0, -2, -9, -4, -4, 9, -10, 9, -0.2
CN1CCC(=NNC(=O)C(=O)NCc2ccccc2)CC1
  10, -4, 3, 1, -12, 11, -8, -3, 1.5
COc1ccc(NC(=O)CN2C(=O)NC(C)(c3ccccc3)C2=O)cc1Cl (stereo unspecified)
  11, 1, 12, -1, -12, 8, -3, 12, 2.7
Cc1cc(CN2CCCC(N3CCc4ccccc4C3)C2)cc(C)c1O (stereo unspecified)
  12, -3, 15, -2, 5, 0, -11, 15, 2.2
O=S(=O)(C=C(c1ccccc1)c1ccccc1)c1ccccc1
  28, 6, 12, -1, 10, -14, -2, 14, -1.4
Cc1ccc(C(=O)N2CCN(c3ccc(Cl)cc3)CC2)cc1
  32, -1, -3, -1, 0, 0, 17, 19, 0.6
Cc1ccc(NC(=O)N2CCCCCC2)cc1
  2, -4, 6, -1, 2, -36, -2, 26, 4.3
O=C(c1cccc(F)c1)N1CCN(CC2CC3C=CC2C3)CC1 (stereo unspecified)
  -7, -3, -2, -3, -2, 12, -5, 8, -0.8
O=c1c2ccccc2c(C=NCCCN2CCOCC2)c(O)n1Cc1ccccc1
  -5, 5, 20, 1, -2, -23, -21, 14, -0.2
CCCC(=O)NC(=S)Nc1ccc(Cl)cn1
  47, -4, 16, 0, 5, -5, -1, 12, 2.0
O=C(COc1ccc(S(=O)(=O)N2CCCC2)cc1)N1CCCCC1
  -11, 2, 1, -2, 2, 10, -4, -2, 3.5
CC(=O)c1cc(-c2ccccc2)[nH]c1N1CCCC1
  18, -8, 36, -1, 5, 4, -6, 32, 0.7
COCCNC(=O)CSc1nc2nc(C)cc(C)n2n1
  5, -4, -8, 0, -10, -30, 0, -9, -0.8
Cc1ccc(-c2cccc(C3CC=CC4C3C(=O)N(Cc3ccccc3)C4c3cc(C)ccc3F)c2)cc1 (stereo unspecified)
  32, -4, 15, -2, 11, 22, -2, 24, -0.7
COC(=O)C1=C[C@@H](C(=O)OC)[C@@H]2C3=C(C(=O)C2(C)C)[C@H](c2ccccc2)[C@@H]2C(=O)N(C)C(=O)[C@@H]2[C@@H]3C1
  7, -4, 8, 1, -3, 9, -21, 4, -0.6
COC(=O)c1cn(NC(=O)Cc2cccc(OC)c2)c(=O)c2ccccc12
  9, -1, 9, 0, -10, 20, 3, 7, -1.5
O=c1[nH][nH]c(-c2ccccc2O)c1C(C[N+](=O)[O-])c1ccc(Cl)cc1Cl (stereo unspecified)
  37, -3, -9, -1, -5, 4, -8, 9, 1.2
Cc1c(C(=O)OC2CCCC2)[nH]c2c1C(=O)CC(c1ccco1)C2 (stereo unspecified)
  22, -2, 13, 11, -18, 68*, -17, 2, -2.4
O=C(Nc1nnc(-c2ccccc2F)s1)C1CCCO1 (stereo unspecified)
  16, -1, -3, 5, 1, -7, -6, -5, 3.4
CC(NC(N)=O)C(=O)OCC(=O)c1ccc(-c2ccccc2)cc1 (stereo unspecified)
  17, -4, 15, -2, -2, -1, -10, 26, 2.7
NC(=O)[C@@H]1CC2(CC(c3cccc(NC(=O)[C@@H]4CCC(=O)N4)c3)=NO2)CN1C(=O)Cc1ccc([N+](=O)[O-])cc1 (stereo partly specified)
  15, -4, -7, -1, 0, -20, -11, 6, 1.1
CCc1c(C)c2ccc(O)c(CN(C)C)c2oc1=O
  8, -3, -1, 5, 8, 5, -3, 5, -1.0
CCOc1cc(C(=O)Nc2ccc(S(=O)(=O)Nc3nnc(CC)s3)cc2)cc(OCC)c1OCC
  17, 1, -1, -4, -5, 9, -7, 1, 2.4
C/C(=N/NC(=O)c1cccs1)c1ccco1
  8, 2, 9, 1, -6, -38, -4, 5, 4.6
O=C(Nc1nnc(Cc2ccccc2)s1)c1cccs1
  10, -1, -11, -1, 2, -20, -6, -3, 3.1
CN1CCN(c2nc(-c3cc4ccccc4o3)cs2)CC1
  22, -4, 4, 4, 5, -82, 1, 33, 7.6
COc1cccc(N2C(=O)C3CCCN3C2c2ccc(F)cc2)c1 (stereo unspecified)
  7, 0, -7, 0, 3, -20, -7, 2, 1.3
CCOc1ccc(Nc2nc(Cc3nnc(SCC(=O)NCc4ccco4)n3CC)cs2)cc1
  15, -6, -1, -2, -7, 20, 4, 7, -0.3
C[C@@H](C(=O)Nc1ccc2ccccc2c1)[C@@H]1C[C@@]1(C)[C@@H](NC(=O)OCc1ccccc1)c1ccccc1
  9, 2, 10, 1, 4, 11, 29, 11, 0.5
COc1cccc(COC(=O)c2cc(S(=O)(=O)N3CCCCC3)ccc2N2CCOCC2)c1OC
  -7, 0, 11, -3, 8, 32, 11, 8, -1.1
COc1ccccc1NC(=O)Oc1ccc(C(C)=O)cc1
  13, -2, -5, -2, -3, 6, 8, -1, -0.8
COc1ccc(-c2cc(C(=O)N(C)Cc3ccc(F)cc3)c3ccccc3n2)cc1OC
  22, -9, 4, -5, 8, 29, 9, -6, 1.0
COc1ccc(NS(=O)(=O)c2ccc3c(c2)CCCN3C(C)=O)cc1
  9, 18, -16, -3, 4, 0, -6, -6, -1.0
CCOCCCNC(=O)C1(O)c2ccccc2NC(=O)N1c1ccc(Cl)c(Cl)c1 (stereo unspecified)
  -15, -2, 5, 0, -4, 7, 13, 11, 0.9
COc1ccc(C2C=C(C)Nc3nc4ccccc4n32)cc1 (stereo unspecified)
  9, -2, 2, -3, -3, 8, 3, -4, 1.4
O=C(O)CC(=O)Nc1cc(Cl)ccc1O
  -11, -2, 1, 1, -9, 23, -6, 9, -2.1
Cc1noc(NC(=O)c2ccccc2C(F)(F)F)c1C#N
  6, -1, 3, 2, -2, 14, -10, 7, -2.6
CC(NC(=O)CN1C(=O)NC(c2ccccc2)(c2ccccc2)C1=O)c1cccs1 (stereo unspecified)
  -4, -1, 13, -3, 6, 12, 10, 4, -0.7

Of the compounds above, 6 have fluorine:
Values run as follows: tim23-1 inh, APJ ag, CCR6 antag, XBP1 UPR activ, CXCR6 block, Mdm2 MdmX PPI, EBI2 antag, APJ antagonist, UPR CHOP act
O=C(c1cccc(F)c1)N1CCN(CC2CC3C=CC2C3)CC1 (stereo unspecified)
  -7, -3, -2, -3, -2, 12, -5, 8, -0.8
Cc1ccc(-c2cccc(C3CC=CC4C3C(=O)N(Cc3ccccc3)C4c3cc(C)ccc3F)c2)cc1 (stereo unspecified)
  32, -4, 15, -2, 11, 22, -2, 24, -0.7
O=C(Nc1nnc(-c2ccccc2F)s1)C1CCCO1 (stereo unspecified)
  16, -1, -3, 5, 1, -7, -6, -5, 3.4
COc1cccc(N2C(=O)C3CCCN3C2c2ccc(F)cc2)c1 (stereo unspecified)
  7, 0, -7, 0, 3, -20, -7, 2, 1.3
COc1ccc(-c2cc(C(=O)N(C)Cc3ccc(F)cc3)c3ccccc3n2)cc1OC
  22, -9, 4, -5, 8, 29, 9, -6, 1.0
Cc1noc(NC(=O)c2ccccc2C(F)(F)F)c1C#N
  6, -1, 3, 2, -2, 14, -10, 7, -2.6

From PubChem
